CHRM1 PAM: human CHRM1 positive allosteric modulation. activation, % at 3 µM. CHO-K1 hM1, Fluo-8 calcium fluorescence, ACh EC20; 0% = ACh EC20, 100% = maximal ACh. AID 588819. 0.088% of 360,000 active; in the data active means activation above about 19%, passing the limit was not always enough
M5 PAM: CHRM5 positive allosteric modulation | CHO-K1 hM5, Fluo-8 calcium, ACh EC20 PAM; 0% = ACh EC20, 100% = ACh EC100 | activation, % at 3 µM | 0.3% of 360,000 active;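 active means activation above the run cutoff, the mean activation of all test compounds plus 3 SD, cut at about 18% in these data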
Target sequence (P08912 whole entry, looked up): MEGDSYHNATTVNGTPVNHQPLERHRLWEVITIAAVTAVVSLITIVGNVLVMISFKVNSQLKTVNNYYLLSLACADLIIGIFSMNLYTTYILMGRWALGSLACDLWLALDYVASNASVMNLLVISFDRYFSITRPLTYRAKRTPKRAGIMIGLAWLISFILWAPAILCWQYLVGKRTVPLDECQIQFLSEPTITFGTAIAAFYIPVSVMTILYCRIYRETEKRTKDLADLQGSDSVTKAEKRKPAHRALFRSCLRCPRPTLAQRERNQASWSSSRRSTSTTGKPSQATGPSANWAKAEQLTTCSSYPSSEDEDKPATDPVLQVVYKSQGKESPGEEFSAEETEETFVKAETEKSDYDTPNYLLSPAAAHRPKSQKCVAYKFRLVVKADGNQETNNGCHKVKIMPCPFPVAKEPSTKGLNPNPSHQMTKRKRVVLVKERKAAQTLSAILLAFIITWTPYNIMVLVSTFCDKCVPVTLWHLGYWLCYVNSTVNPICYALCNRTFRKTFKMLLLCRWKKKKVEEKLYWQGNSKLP
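Assay system: CHO-K1 hM5 cells / Incubation: Fluo-8 loading 80 min at 37 °C plus 30 min room temperature / Technique: Fluo-8 calcium dye fluorescence, kinetic read / Repeats: single replicate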
CHRM1 antagonist: antagonists of human M1 muscarinic receptor; P11229; CHO-K1 hM1, Fluo-8 calcium fluorescence, ACh EC80 antagonist; inhibition, % at 3 µM; 1.3% of 360,000 active; AID 588852;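 active means percent inhibition above its own plate's cutoff, namely the mean of that plate's compound wells plus 3 SD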;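 further: peak over basal fluorescence ratio during 140 s after agonist addition; 0% = ACh EC80 plus DMSO and 100% = DMSO alone without agonist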
M4 PAM: potentiates acetylcholine response at human M4 receptor; activation, % at 3 µM; P08173; CHO-K1 hM4/Gqi5, Fluo-8 calcium fluorescence, ACh EC20; 0% = ACh EC20, 100% = maximal ACh; 0.4% of 360,000 active;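 active means activation above its plate's cutoff, the mean activation of sample wells plus 3 SD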; further: some results filed as inactive read as strong as hits
Target sequence (P08173 whole entry, looked up): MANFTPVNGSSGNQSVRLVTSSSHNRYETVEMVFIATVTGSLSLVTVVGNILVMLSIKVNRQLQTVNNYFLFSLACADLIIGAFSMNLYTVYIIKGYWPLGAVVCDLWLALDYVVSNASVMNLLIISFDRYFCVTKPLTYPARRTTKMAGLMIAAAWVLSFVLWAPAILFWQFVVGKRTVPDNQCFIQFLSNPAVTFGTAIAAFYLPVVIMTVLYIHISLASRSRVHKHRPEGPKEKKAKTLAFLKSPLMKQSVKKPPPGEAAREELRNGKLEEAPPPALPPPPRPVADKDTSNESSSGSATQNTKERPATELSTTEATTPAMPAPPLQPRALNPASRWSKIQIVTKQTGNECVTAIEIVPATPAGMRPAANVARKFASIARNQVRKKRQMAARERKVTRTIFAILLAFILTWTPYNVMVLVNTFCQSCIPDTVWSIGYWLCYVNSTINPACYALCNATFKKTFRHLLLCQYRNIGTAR
CRFR2-BP ag: CRF-BP/CRF-R2 complex agonism; activation, % at 13.2 µM; 0.46% of 350,000 active; HEK293 CRF-R2/CRF-BP, calcium dye fluorescence (FLIPR); percent of saturating CRF peptide response; AID 588473;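 active means activation of at least 50%, plus an integration ratio under a set limit after plate pattern correction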;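 further: plate controls were neutral control wells without compound for no effect and CRF at EC100 for full effect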
M4 antag: blocks acetylcholine activation of human M4 receptor. P08173. CHO-hM4 cells, ACh EC80, Fluo-8 calcium fluorescence. inhibition, % at 3 µM. 0.73% of 360,000 active. AID 624125;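 active means inhibition above its plate's cutoff, the mean inhibition of sample wells plus 3 SD, cut at about 27% in these data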;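 further: 0% = acetylcholine EC80 with DMSO and 100% = DMSO without agonist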
M5 ag: CHRM5 agonism in calcium assay; CHO-K1 hM5 cells, Fluo-8 calcium fluorescence; 0% DMSO wells, 100% maximal acetylcholine response; P08912; activation, % at 3 µM; 0.19% of 360,000 active;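 active means activation above the run's mean over test compounds plus 3 SD, cut at about 23% in these data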;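 further: signal is peak over basal fluorescence ratio across the kinetic read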
M5 antag: antagonists of human muscarinic M5 receptor (CHRM5); P08912; CHO-hM5 cells, Fluo-8 calcium fluorescence, ACh EC80; inhibition, % at 3 µM; 0.59% of 360,000 active;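 active means inhibition above a per-plate cutoff, the mean of that plate's test compounds plus 3 SD, cut at about 27% in these data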;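 further: 0% = acetylcholine EC80 with DMSO and 100% = DMSO without agonist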
M4 ag: agonists of human muscarinic M4 receptor (CHRM4); AID 624127; P08173; CHO-K1 hM4/Gqi5, Fluo-8 calcium fluorescence; vehicle 0%, full acetylcholine response 100%; 0.14% of 360,000 active; activation, % at 3 µM;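 active means activation above the run mean over all test wells plus 3 SD, cut at about 32% in these data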;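 further: peak over basal fluorescence ratio per well then scaled between controls; 0% = DMSO wells and 100% = acetylcholine at EC100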
The depositor's hits bear a star; nt = not tested or not shown.

M4 antag,CRFR2-BP ag,CHRM1 antagonist,M4 PAM,M5 antag,CHRM1 PAM,M5 PAM,M5 ag,M4 ag,compound
5,8.2,2,2,-1,2,4,-3,2,O=C(CN1C(=O)NC(Cc2c[nH]c3ccccc23)C1=O)Nc1cccc(S(=O)(=O)N2CCCCCC2)c1 (stereo not drawn)
4,0.6,-4,2,-3,7,2,0,0,O=C(CCNS(=O)(=O)c1cccs1)Nc1ccccc1F
30*,5.8,11,-7,9,-1,8,10,-1,COc1ccc([N+](=O)[O-])c(S(=O)(=O)c2ccccc2)n1
0,0.1,2,15,3,10,8,-10,1,Cc1cccc(-c2nc(CSCC(=O)NCc3cccs3)c(C)o2)c1
-17,0.7,-8,4,0,8,-4,-5,2,Cc1ccc(C(=O)OCC(=O)N2CCC(c3ccccc3)=N2)c(C)c1
5,13,7,-11,6,-2,-1,8,12,CCCCC1=CC2=C(c3ccco3)C(=O)C(C)(OC(=O)c3ccc(OC)cc3)C(=O)C2=CN1c1ccc(OC)cc1 (stereo not drawn)
-3,-2.3,-9,-7,-2,7,-4,-7,0,O=C(CNCCO)N1N=C(c2cccs2)CC1c1cccs1 (stereo not drawn)
-16,2.3,5,3,4,4,-3,4,4,CCC1(c2ccccc2)NC(=O)N(CC(=O)NC2(C#N)CCCCC2)C1=O (stereo not drawn)
9,-3.8,7,-10,14,-6,-6,-10,3,c1cncc(-c2nc(NCc3cccs3)c3ccccc3n2)c1
-3,nt,nt,-3,-7,nt,1,2,3,CCCCC[C@H](C)N1C[C@@H](COCc2ccccc2)Oc2cc(N3CC[C@@H](N(C)C)C3)ccc2S1(=O)=O
-5,-2.5,-14,-2,12,8,-7,-5,3,CCN(C(=O)c1cccc(NC(=O)c2ccccc2)c1)C1CCCCC1
-8,-1.6,-8,-1,-5,3,4,-4,0,COc1ccc(/C=C(\NC(=O)c2ccc(OC)cc2)C(=O)Nc2cccc(C(=O)O)c2)cc1
-1,3.8,-13,1,0,5,0,0,0,C[C@H](CO)N1C[C@H](C)[C@@H](CN(C)C(=O)Nc2ccccc2)Oc2ncc(C#CC3CCCCC3)cc2C1=O
1,0.8,-7,4,-10,-1,11,-3,1,O=C(CSc1nnc(CNC(=O)c2ccccc2F)o1)Nc1ccc2c(c1)OCCO2
13,nt,13,-13,5,-23,-17,-1,19,Cc1nc2c(OCc3ccc(OC(F)F)cc3)cccn2c1N(C)C(=O)CCC1CCCC1
4,-1.0,-2,1,-5,-4,1,0,1,O=C(O)CC(SCC(=O)Nc1ccc(Cl)c(S(=O)(=O)N2CCOCC2)c1)C(=O)O (stereo not drawn)
13,-2.7,-5,-4,6,3,-6,-2,0,CCNC(=O)COc1ccc(CC)cc1
1,-1.1,-2,-2,-7,2,3,2,2,COc1ccc(Cc2nc3ccc(C(=O)N(C)CCc4cnn(C)c4)cc3o2)cc1OC
-24,-1.5,-5,10,-20,6,14,2,1,Cc1cc(C)n2nc(SCC(=O)Nc3ccccc3F)nc2n1
6,0.5,2,4,-2,-1,6,-1,1,Cc1ccc(NC(=O)CN2C(=O)S/C(=C\C(=O)Nc3ccc(Cl)cc3)C2=O)cc1

Part of the list above in another layout.
structure	M4 antag	CRFR2-BP ag	CHRM1 antagonist	M4 PAM	M5 antag	CHRM1 PAM	M5 PAM	M5 ag	M4 ag
COc1ccc(Cc2nc3ccc(C(=O)N(C)CCc4cnn(C)c4)cc3o2)cc1OC	1	-1.1	-2	-2	-7	2	3	2	2
COc1ccc(/C=C(\NC(=O)c2ccc(OC)cc2)C(=O)Nc2cccc(C(=O)O)c2)cc1	-8	-1.6	-8	-1	-5	3	4	-4	0
O=C(CCNS(=O)(=O)c1cccs1)Nc1ccccc1F	4	0.6	-4	2	-3	7	2	0	0
CCNC(=O)COc1ccc(CC)cc1	13	-2.7	-5	-4	6	3	-6	-2	0

More structures
M4 antag,CRFR2-BP ag,CHRM1 antagonist,M4 PAM,M5 antag,CHRM1 PAM,M5 PAM,M5 ag,M4 ag,compound
3,-0.3,0,-2,9,0,-7,-2,8,O=C(COc1ccccc1F)Nc1ccccc1C(=O)NC1CC1
-1,-3.9,-5,0,-6,-2,-13,-6,1,CC(C)c1ccc(/C=C/C2=NNC(=O)CC2)cc1
-2,1.8,-7,8,-5,5,2,-1,0,CC(=O)c1ccc(NC(=O)C2CCCNC2=O)cc1 (stereo not drawn)
-6,1.3,-6,7,0,6,-4,-1,0,Cc1cccc(-c2nnc3sc(-c4ccccc4)nn23)c1
4,0.8,-21,-8,-13,-2,3,-6,-1,O=C(NCCc1ccccc1)c1cc2sccc2n1Cc1ccccc1
-3,-0.7,38*,-4,7,-22,-12,-13,3,Cc1cc(C)n(CC(=O)N2c3ccccc3Sc3ccccc32)n1
3,-2.1,1,-10,14,-1,-10,-6,11,Nc1cc(C(F)(F)F)ccc1NCCc1ccccn1
12,-1.9,1,-3,6,3,2,-2,1,O=C(Cn1sc2ccccc2c1=O)N1CCN(C(=O)c2ccco2)CC1
5,-4.3,10,3,5,-9,-2,-1,2,O=[N+]([O-])c1ccccc1/C=N/N1CCN(c2ccc(Cl)cc2)CC1
-3,1.8,-7,20,7,10,0,1,20,COc1cc(CNCCO)cc(Cl)c1OCc1ccccc1Cl
-5,-0.4,2,4,0,4,0,0,5,O=C(NCc1ccccc1)c1ccc(CS(=O)(=O)Cc2ccc(F)cc2)o1
-4,6.2,1,3,7,0,6,0,1,CC12CCC(C(=O)Nc3cc(F)ccc3F)(CC1=O)C2(C)C (stereo not drawn)
-4,0.9,-11,5,-4,3,-4,2,1,O=C(Nc1cc2ccccc2oc1=O)C1CCCCC1
2,0.4,2,-1,1,2,-1,-3,4,CCc1ccc2nc(N(CCN(C)C)C(=O)/C=C/c3cccs3)sc2c1
-2,2.9,-15,5,12,12,3,4,-1,CCc1nnc(NC(=O)c2oc3ccc(Br)cc3c2C)s1
-12,9.1,-2,8,-7,2,6,-1,1,CS(=O)(=O)N(CCc1ccccc1)CC(=O)NCc1ccco1
-8,-0.5,-19,7,-4,12,2,-5,1,COc1ccc(-n2cc(-c3ccccc3)[nH]c2=S)cc1
2,-0.2,-7,11,0,8,5,-3,2,O=c1c2nnn(-c3ccc(Br)cc3)c2ncn1Cc1ccccn1
5,1.8,-5,3,11,5,-1,0,1,Cc1ccc(C(=O)OCC(=O)NNC(=O)c2ccc([N+](=O)[O-])cc2)o1
-5,-0.8,-4,-3,-2,6,3,0,-1,CN(Cc1ccc(F)cc1)C(=O)c1cc(S(=O)(=O)N2CCCCC2)ccc1N1CCOCC1
-21,0.4,-22,6,-3,14,7,2,1,O=C(CC(=O)OCc1ccccc1)OCc1ccccc1
-12,-1.0,-5,0,1,7,-6,-3,0,CCOc1ccc(Br)cc1S(=O)(=O)Nc1ccc(Cl)c(S(=O)(=O)N(CC)c2ccccc2)c1
-6,-0.7,-7,-10,-3,4,2,4,11,CC(=O)c1c(COC(=O)c2cccc(C)c2)nc2ccccc2[n+]1[O-]
-5,-0.6,-2,-3,27,-1,-11,-6,0,O=C(NC(=S)Nc1ccc(Br)cc1)C1CCCCC1
5,nt,nt,-7,9,nt,-6,-6,0,COc1ccccc1CCn1cnc(C)c1CC(C)C
2,0.1,-4,19,-7,19,8,2,4,Cc1ccc([C@@H]2[C@@H]3C(=O)N(C)C(=O)[C@@H]3[C@@H]3C(=O)Nc4ccccc4C(=O)N23)cc1
10,-1.5,-2,-1,8,2,-3,-2,4,O=C(CN1C(=O)CCS(=O)(=O)c2ccccc21)Nc1ccc(Cl)cc1
2,1.2,-5,-6,-6,-5,-5,1,12,NC(=O)c1ccc(C(F)(F)F)n(Cc2ccc(F)c(F)c2)c1=O
-1,2.3,-2,2,4,4,-1,-2,1,CCN(CC)C(=O)COc1ccc(S(=O)(=O)N2CCOCC2)cc1
1,0.5,3,-1,12,0,3,-2,0,CC(C)(C)OC(=O)CNC(=O)c1[nH]cnc1C(=O)Nc1ccc(Cl)cc1
-12,-1.2,-8,6,10,6,-8,2,2,Cc1ccc(Oc2ccc(NC(=O)C3=CC=CN4CCS(=O)(=O)N=C34)cc2)cc1
-1,-2.4,-3,1,-3,1,-9,2,3,COC(=O)c1cc(NS(=O)(=O)c2ccc(OC)c(OC)c2)ccc1Cl
6,0.4,-16,21,11,17,0,-3,0,N#Cc1c(N(CCO)CCO)nc(N)c2c(N)nc3c(c12)CC(=O)N3CC1CCCO1 (stereo not drawn)
-2,-2.9,-1,9,-5,1,4,-2,1,CCOC(=O)CSc1cn2c(n1)CCC2
4,-0.9,-10,-4,6,11,-1,-2,0,O=C(COc1ccc(Cl)cc1)Nc1cc(NC(=O)COc2ccc(Cl)cc2)cc(C(=O)O)c1
-7,nt,-11,6,-2,7,-2,0,1,OC(c1ccc(F)c(F)c1)c1nc(-c2cccs2)cs1 (stereo not drawn)
4,14,-1,-5,8,7,-4,10,5,COc1ccc(S(=O)(=O)Nc2cc(C)c(O)cc2C(C)C)cc1
11,2.8,14,4,9,-8,2,3,1,C=C1C[C@H]2[C@@H]3CCc4cc(OC)ccc4[C@H]3CC[C@]12C
-16,3.7,-29,13,-3,7,-1,0,1,CC(=O)OCC(=O)C1CCC2C3CC=C4CC(O)CCC4(C)C3CCC12C (stereo not drawn)
-9,-3.4,-14,7,3,14,5,1,1,COCCCNC(=O)c1cc2c(=O)n3cccc(C)c3nc2s1
-2,nt,1,0,0,1,-4,4,4,COc1ccc(C(O)c2nc(-c3ccccc3C)cs2)cc1 (stereo not drawn)
-9,2.5,3,2,-11,5,7,-2,1,O=S(=O)(Nc1ccncc1)c1ccccc1
4,-0.9,-4,-1,14,6,1,-3,2,CCCCN1CCNC[C@@H]1Cc1ccccc1
-8,0.6,7,2,4,-3,4,5,3,Cc1c(OC(C)C(=O)NCCN2CCOCC2)ccc2c3c(c(=O)oc12)CCC3 (stereo not drawn)
5,nt,-18,-6,-4,8,-3,0,1,CCNC(=O)C1(C)CCCN(Cc2ccc(-n3ccnc3)cc2)C1 (stereo not drawn)
14,-0.6,-6,-13,10,6,-5,-3,0,COc1ccc(C)cc1NC(=O)Cn1cnnn1
4,nt,nt,4,4,nt,1,2,1,COc1cc2c(cc1OC)/C(=C/C(C)=O)OC2
1,0.4,-6,-24,-2,4,-4,-2,1,CCCC1C(c2ccccc2)C(C#N)(C#N)C2(C#N)CC1(N)NC2=O (stereo not drawn)
0,0.5,-10,-1,-8,8,5,4,1,COC(CNC(=O)CNC(=S)N(Cc1ccccc1)Cc1cccnc1)OC
2,3.0,1,-3,-3,1,9,4,0,NC(=O)NC(=O)C(c1ccccc1)N1CCN(S(=O)(=O)c2ccc(Br)s2)CC1 (stereo not drawn)
6,4.6,-9,0,5,5,-12,-1,1,N=c1oc2ccccc2cc1-c1nc(-c2ccccc2)cs1
-7,1.8,-3,-1,-3,6,2,2,1,Cc1csc(NC(=O)CSc2nnc(Cc3cccn3C)n2-c2ccc(F)cc2)n1
2,-0.9,-24,-1,2,17,3,-1,0,Cc1ccc(NC(=O)Cn2nnc(C(=O)NCc3ccco3)c2N)c(C)c1
5,-0.4,12,-1,-5,2,4,-2,0,CCc1ccccc1NC(=O)NCc1cccnc1
-4,-1.0,-7,-2,2,6,0,-3,1,COc1ccc(NC(=O)c2ccccn2)cc1OC

Three of the entries above in order of the CHRM1 antagonist value, falling.
M4 antag,CRFR2-BP ag,CHRM1 antagonist,M4 PAM,M5 antag,CHRM1 PAM,M5 PAM,M5 ag,M4 ag,compound
-16,2.3,5,3,4,4,-3,4,4,CCC1(c2ccccc2)NC(=O)N(CC(=O)NC2(C#N)CCCCC2)C1=O (stereo not drawn)
-2,-2.9,-1,9,-5,1,4,-2,1,CCOC(=O)CSc1cn2c(n1)CCC2
-12,-1.0,-5,0,1,7,-6,-3,0,CCOc1ccc(Br)cc1S(=O)(=O)Nc1ccc(Cl)c(S(=O)(=O)N(CC)c2ccccc2)c1

From PubChem BioAssay
